Compound activity: PubChem, Broad Institute
S100A4 MyoIIA: S100A4-myosin IIA interaction inhibition. P26447. inhibition, % at 10.7 µM. 0.14% of 360,000 active. S100A4/TAMRA-MyoIIA peptide fluorescence polarization. AID 652163;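 active = mean inhibition of at least 70% across replicates, with every replicate also reaching that level; inconclusive = mean inhibition reaches 70% but some replicates fall short; inactive = mean inhibition below 70%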
Target sequence (P26447 whole entry, looked up): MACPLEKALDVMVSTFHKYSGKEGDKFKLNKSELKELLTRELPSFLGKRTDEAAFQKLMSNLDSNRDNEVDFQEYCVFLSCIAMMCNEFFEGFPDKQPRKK
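Test system – S100A4 monomer (human) · Compound – single-point compound testing · Schedule – 5 min incubation before reading · Probe or stimulus – TAMRA-labelled myosin IIA heavy-chain peptide probe, 5 nM · Benchmarks – neutral control DMSO, positive control TFP · Medium – Calcium-containing HEPES buffer, pH 7.2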
Cneo AK release: causes C. neoformans cell lysis | adenylate kinase release luminescence, 4 h; normalised: neutral wells 0, clomiphene wells 100 | lysis activity, % at 15 µM | 0.2% of 360,000 active;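 active = mean lysis activity across replicates of at least 80%, whatever share of replicates individually reach that level; inactive = mean lysis activity below 80%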
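Assay system: log-phase C. neoformans yeast / Quantity: yeast cell density of 5 × 10^6 cells/mL / Medium: fresh YPD growth medium / Compound: single dose / Timing: static 4 h at 37 °C with compound, 1 h detection / Measured by: adenylate kinase release luminescence / Read-out: lysis from increased AK signal / Benchmarks: Clomiphene as positive lysis control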
SIRT5 inh: inhibitors of human sirtuin-5 desuccinylase; inhibition, % at 15 µM; 1.1% of 330,000 active; Q9NXA8; Purified SirT5, succinyl-peptide AMC, trypsin-coupled fluorescence; in the data active = inhibition above about 15%; inconclusive = no clear call, values can overlap the other calls
XiGFP reactiv: activators of X-chromosome reactivation in mouse fibroblasts | 0.055% of 360,000 active | activation, % at 7.58 µM | XiGFP mouse fibroblasts, % GFP-positive cells imaging, 3 d; cells co-treated with 5-aza-dC sensitizer; scaled so ellipticine positive control = 100% | AID 743238;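 active = mean normalized replicate activation at least 10% and every replicate at or above 10%; inconclusive = only one of the two criteria met; inactive = mean below 10% and not all replicates reach 10%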;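 note: 0% = median of on-plate neutral control wells and 100% = ellipticine 6 µM median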
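material = 68-5-11 XiGFP fibroblast line | medium = DMEM plus 5-aza-dC sensitizer | schedule = 3 days compound exposure | benchmarks = positive control ellipticine, 6 µM final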
Statin myotox sup: suppression of simvastatin myotoxicity; C2C12 myotubes + simvastatin, ATP luminescence, 48 h; scaled: DMSO 0, geranylgeraniol control 100; rescue of ATP level, % at 7.49 µM; 0.78% of 330,000 active; AID 602340;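 active = mean ATP rescue above about 67%, or every replicate alone reaching that limit, limit read from the data, passing the limit was not always enough; inconclusive = no clear call, values can overlap the other calls; inactive = mean under the limit and some replicate under it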;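 note: myotubes were challenged with 10 µM simvastatin during compound exposure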
PGC1a acetyl inh: PGC1a acetylation modulation, inhibitor mode | inhibition, % at 15.6 µM | 0.17% of 350,000 active | U2OS PGC1a acetylation, AlphaScreen anti-acetyl-lysine; with virally co-expressed GCN5 acetyltransferase;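 active = every replicate shows inhibition of at least 40%; inconclusive = mean inhibition at least 40% but some replicate below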;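 note: 0% = neutral control wells and 100% = positive control wells; some results beyond the cut were filed as inactive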
ERAP1 HTS inh: inhibitors of human ERAP1 aminopeptidase. Q9NZ08. recombinant ERAP1, Leu-AMC fluorescence, 60 min. inhibition, % at 10.7 µM. 0.15% of 340,000 active. AID 652197;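 active = mean replicate inhibition of at least 30%, or all replicates individually reaching that 30% level; inactive = mean below 30% and not every replicate reaching it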;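 note: 0% = neutral control wells and 100% = L-leucinethiol positive control wells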
Target sequence (Q9NZ08 whole entry, looked up): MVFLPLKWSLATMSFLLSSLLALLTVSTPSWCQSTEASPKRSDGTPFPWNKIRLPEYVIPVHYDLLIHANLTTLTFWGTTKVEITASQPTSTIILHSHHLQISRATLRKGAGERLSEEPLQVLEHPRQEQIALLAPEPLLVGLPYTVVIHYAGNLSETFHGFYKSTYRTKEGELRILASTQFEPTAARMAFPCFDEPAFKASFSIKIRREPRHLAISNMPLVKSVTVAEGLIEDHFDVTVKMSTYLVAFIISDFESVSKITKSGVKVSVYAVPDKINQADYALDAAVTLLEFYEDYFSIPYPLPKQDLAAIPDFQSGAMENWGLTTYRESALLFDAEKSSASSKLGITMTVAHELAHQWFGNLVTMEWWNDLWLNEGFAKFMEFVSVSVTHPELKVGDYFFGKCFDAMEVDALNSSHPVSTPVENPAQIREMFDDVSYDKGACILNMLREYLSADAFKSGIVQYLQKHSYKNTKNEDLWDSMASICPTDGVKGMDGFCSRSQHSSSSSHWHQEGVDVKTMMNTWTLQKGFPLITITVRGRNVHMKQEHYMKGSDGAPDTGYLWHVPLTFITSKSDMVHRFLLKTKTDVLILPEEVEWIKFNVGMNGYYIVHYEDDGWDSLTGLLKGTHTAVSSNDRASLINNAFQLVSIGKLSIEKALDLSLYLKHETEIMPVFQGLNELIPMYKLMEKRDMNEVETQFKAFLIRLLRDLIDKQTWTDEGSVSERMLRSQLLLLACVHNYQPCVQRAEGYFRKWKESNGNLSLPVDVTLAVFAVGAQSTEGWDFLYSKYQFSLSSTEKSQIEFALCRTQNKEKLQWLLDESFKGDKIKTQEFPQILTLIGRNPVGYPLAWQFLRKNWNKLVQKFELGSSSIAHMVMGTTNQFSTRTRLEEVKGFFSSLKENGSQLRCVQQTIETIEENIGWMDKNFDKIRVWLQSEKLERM
LGR2 antag: Drosophila LGR2 receptor signaling inhibition; HEK293 LGR2, CRE-luciferase, bursicon-stimulated, 4 h; inhibition, % at 9.99 µM; 0.35% of 380,000 active;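 active = drop in luminescence signal, shown as inhibition above about 50% in the replicate tests, limit read from the data, passing the limit was not always enough; inconclusive = probably only some replicates passing the limit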;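 note: agonist challenge used bursicon conditioned medium at about half maximal strength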
Active calls of the source: *; ? = inconclusive; . = not tested or not shown. A portion of the library. The share of hits here may be higher or lower than overall.

SMILES	S100A4 MyoIIA	Cneo AK release	SIRT5 inh	XiGFP reactiv	Statin myotox sup	PGC1a acetyl inh	ERAP1 HTS inh	LGR2 antag
O=C(CSc1ccc2ccccc2c1)Nc1ccncc1	0	0	11	.	-4	-7	2	4
O=C(Cc1nnc(NC(=O)Nc2ccccc2)s1)NCc1ccccc1	1	.	-3	0.2	.	1	1	-2
CC(/C=N/NC(=O)c1ccncc1)=C\c1ccco1	12	.	0	0.0	.	-13	1	-5
C[C@H]1CN([C@@H](C)CO)C(=O)Cc2cc(NC(=O)Nc3ccccc3)ccc2O[C@@H]1CN(C)Cc1ccncc1	3	0	.	-0.2	-20	0	1	6
CCc1noc(C)c1C(=O)N(C)CC(=O)Nc1cccc(OC)c1	-1	0	2	0.0	2	3	0	-6
C[C@H](O)C#Cc1ccc([C@@H]2[C@@H](CO)N3CCCCN(S(=O)(=O)c4ccccc4)C[C@H]23)cc1	.	-1	.	0.2	.	9	.	-1
O=C(COC(=O)c1cccs1)NCc1ccccc1	-3	-1	-2	.	5	.	1	6
Oc1ccc(/C=N/Nc2ccccc2)cc1	-1	0	-2	0.1	7	.	-2	-9
NCC[C@H]1CC[C@@H](NC(=O)Nc2ccc(F)cc2)[C@@H](CO)O1	0	-1	-2	0.1	10	-1	0	-8
CCNC(=O)C[C@H]1CC[C@H]2[C@@H](COC[C@H](O)CN2C(=O)C2CC2)O1	4	2	-1	0.1	4	6	4	-9
C=CCn1c(SCC(=O)c2ccc(Cl)cc2)nnc1-c1ccc2c(c1)OCO2	-3	.	8	0.2	.	.	-3	-2
COc1ccc(S(=O)(=O)N(C)C)cc1NCC(=O)Nc1ccc(Br)c(C)c1	-16	2	-2	-0.1	-3	-5	-1	33
C[C@H]1CN([C@@H](C)CO)C(=O)c2cc(C#Cc3ccc(F)cc3)cnc2O[C@H]1CN(C)S(C)(=O)=O	2	-7	-4	0.3	0	6	5	-13
CC(=O)N1CCc2cc(S(=O)(=O)NCCC(=O)NCCc3ccccc3)ccc21	.	-2	.	.	27	-8	.	-35
O=C(CN1CCN(c2cccc(Cl)c2)CC1)NCc1ccccc1	0	2	2	0.0	6	.	-5	-7

Profiles, looked up by structure:
Shown for Oc1ccc(/C=N/Nc2ccccc2)cc1 : S100A4 MyoIIA = -1; Cneo AK release = 0; SIRT5 inh = -2; XiGFP reactiv = 0.1; Statin myotox sup = 7; PGC1a acetyl inh = .; ERAP1 HTS inh = -2; LGR2 antag = -9
Shown for CCc1noc(C)c1C(=O)N(C)CC(=O)Nc1cccc(OC)c1 : S100A4 MyoIIA = -1; Cneo AK release = 0; SIRT5 inh = 2; XiGFP reactiv = 0.0; Statin myotox sup = 2; PGC1a acetyl inh = 3; ERAP1 HTS inh = 0; LGR2 antag = -6
Shown for O=C(CSc1ccc2ccccc2c1)Nc1ccncc1 : S100A4 MyoIIA = 0; Cneo AK release = 0; SIRT5 inh = 11; XiGFP reactiv = .; Statin myotox sup = -4; PGC1a acetyl inh = -7; ERAP1 HTS inh = 2; LGR2 antag = 4

(cont.)
SMILES	S100A4 MyoIIA	Cneo AK release	SIRT5 inh	XiGFP reactiv	Statin myotox sup	PGC1a acetyl inh	ERAP1 HTS inh	LGR2 antag
C#CC1(NC(=O)NCCCC)CCCCC1	-1	1	.	0.0	-1	10	-4	11
Cc1ncc(CN2CCCC(C(=O)Nc3ccc(-c4ccco4)cc3)C2)n1C (centres undefined)	-2	-1	0	0.1	-17	.	-5	8
CCOC(=O)C1C(=O)C=C(C)C(C(=O)OCC)C1c1cccc([N+](=O)[O-])c1 (centres undefined)	-1	3	1	0.1	6	14	4	-1
Cc1ccc(C(=O)N/C(=C\c2ccc3c(c2)OCO3)C(=O)N2CCOCC2)cc1	4	6	-1	0.0	-2	.	2	-1
COc1cccc(-n2cnc3sc4c(c3c2=O)CCC4)c1	8	.	0	0.0	.	-5	5	0
COc1ccc(C(CNC(=O)CNS(=O)(=O)c2ccc(NC(C)=O)cc2)N2CCOCC2)cc1 (centres undefined)	1	.	0	0.2	-13	.	3	-4
COc1ccccc1CNC(=O)CN1C(=O)COc2ccc(S(=O)(=O)N3CCCCC3)cc21	19	-1	-7	0.0	7	-12	-3	2
COc1cccc(OCC(O)CNC(C)c2ccccc2)c1 (centres undefined)	-3	0	-2	0.4	17	4	-1	4
C=CCOc1ccc(CN(C)C(=O)CNC(=O)c2ccc(-c3ccccc3)cc2)cc1	-3	-3	-1	0.0	-1	.	0	22
CN(C)C(=O)[C@H]1[C@H](CO)[C@H]2Cn3c(ccc(C4=CCCC4)c3=O)[C@@H]1N2CCC(F)(F)F	-19	.	-18	0.5	.	12	-2	-7
CCN(Cc1ccccc1)C(=O)CCS(=O)(=O)c1ccc2c(c1)oc(=O)n2C	-3	2	-1	0.0	-7	3	-2	17
Cn1c(Cn2nnc3ccccc32)nnc1SCC(=O)NCc1ccc2c(c1)OCO2	-2	-1	-1	.	21	8	3	-3
O=C(O)CCCNC(=O)CCCNC(=O)C(c1ccccc1)c1ccccc1	-1	.	-1	0.4	.	.	3	-5
COc1ccc2c3c([nH]c2c1)[C@@H](CO)N(Cc1ccccc1)CC31CN(C(=O)c2cccnc2)C1	6	.	2	0.1	.	.	-3	4
O=C(N[C@@H]1C/C=C\C[C@H](CC(=O)N(CCO)Cc2ccccc2)C(=O)N[C@@H](Cc2c[nH]c3ccccc23)COC1=O)OCC1c2ccccc2-c2ccccc21	1	0	0	0.3	-8	-2	0	-4
CCOc1ccc(S(=O)(=O)NCCC(=O)N2CCN(c3ccc(OC)cc3)CC2)cc1	4	.	1	0.3	.	-14	4	-6
CC(=O)c1cccc(NC(=O)c2cnn3ccccc23)c1	7	1	-8	-0.1	4	.	0	-19
CCOc1ccccc1OCCCC(=O)OCC(=O)Nc1cccc(Cl)c1	.	0	.	0.0	.	1	.	3
CCc1nc2ccccc2n1CC(=O)OCC(=O)N(CC(C)C)c1c(N)n(Cc2ccccc2)c(=O)[nH]c1=O	0	.	0	0.0	.	.	2	6
COC(=O)c1ccccc1N=Nc1c(C)[nH][nH]c1=O	-13	-1	2	-0.1	-7	-3	1	5
Cn1nc(C(=O)Nc2ccc(-n3cnnn3)cc2)c2ccccc2c1=O	-9	0	-3	0.2	-2	-3	-5	4
COC(=O)C[C@H]1C[C@H]2c3cc(NC(=O)c4ccc5c(c4)OCO5)ccc3O[C@H]2[C@H](CO)O1	6	-6	8	0.2	1	-3	2	-6
c1ccc(NC2=NCCN2CC2CCCCCC2)cc1	-2	6	0	-0.1	-7	12	-3	-5
C[C@@H]1CN([C@H](C)CO)C(=O)Cc2cc(NC(=O)NC3CCCCC3)ccc2O[C@H]1CN(C)S(=O)(=O)c1cccs1	1	58	8	-1.4	20	6	0	-2
Cc1cccn2c(=O)c3cc(C(=O)NCCC4=CCCCC4)n(C)c3nc12	0	-1	1	0.1	127*	-1	-4	-9
CC(C)(C)c1ccc(/C=C/C(=O)NCCCn2ccnc2)cc1	1	1	-1	0.1	-18	-9	-3	6
Cc1ccc(NC(=O)CCc2c(C)nn(-c3ccc(N4CCOCC4)nn3)c2C)cc1	0	-1	-2	0.0	1	1	6	-11
CNC[C@H]1Oc2cc(C#CC(C)C)ccc2S(=O)(=O)N([C@@H](C)CO)C[C@@H]1C	-18	2	-2	-1.1	1	-8	-1	-1
C[C@H]1CN([C@@H](C)CO)C(=O)c2cc(/C=C/c3ccccc3)cnc2O[C@@H]1CN(C)S(=O)(=O)c1ccccc1	-2	1	-5	-1.1	31	-4	0	16
CCCN(C)C[C@H]1Oc2ncc(C#CCC(C)C)cc2C(=O)N([C@@H](C)CO)C[C@@H]1C	-8	7	-2	-1.0	12	-6	1	-10
COCC#Cc1ccc([C@H]2[C@H]3CN(C(=O)C4CCCC4)CC(=O)N3[C@H]2CO)cc1	-1	.	-1	-0.1	.	2	0	34
CC(=O)N1[C@@H]2c3cccc(=O)n3C[C@@H]2[C@@H](CO)[C@@H]1C(=O)NCc1ccc(F)cc1	2	0	5	0.3	7	.	-1	7
O=C(CCl)N1CCN(S(=O)(=O)c2ccc3ccccc3c2)CC1	-10	-1	-1	0.3	38	3	0	20
Cc1ccc(CCNC(=O)CCc2nc3ccccc3[nH]2)cc1	6	1	-1	0.0	2	-6	-1	25
CNS(=O)(=O)c1ccc(NC(=O)Nc2cccc(F)c2)cc1	0	.	-1	0.1	.	-9	0	-17
O=C(NCC1CC1)[C@H]1N[C@H]2c3ccc(C4=CCCCC4)c(=O)n3C[C@H]2[C@@H]1CO	-1	0	-4	0.5	6	.	0	-8
CC(C)c1nc(CNC(=O)CC2C(=O)NCCN2Cc2ccoc2)cs1 (centres undefined)	3	-1	-1	0.0	1	10	-1	-11
Cc1cc(N2CCN(C)CC2)nc2ccc(NC(=S)N3CCN(c4cccc(Cl)c4)CC3)cc12	3	1	-8	0.2	.	?	-4	6
CCOC(=O)c1cnc(SCC#N)nc1N	-5	-1	-5	.	0	-6	.	-5
COc1ccc(OC(=O)N(C)C[C@H]2OCc3ccccc3-c3ccccc3C(=O)N([C@H](C)CO)C[C@@H]2C)cc1	8	-3	.	-0.1	6	-3	-2	7
COc1ccc(-c2noc3c2-c2nc(C4CCCCC4)sc2CC3)cc1	3	0	-2	0.0	4	14	1	5
CC(C)NC(=O)N1Cc2cc(C(=O)NC3CCC3)nc(-c3cccc(-c4cccnc4)c3)c2[C@H]1CCO	2	.	4	0.1	.	-11	-5	1
Cn1c(CCNC(=O)C2CCCCC2)nc2cc([N+](=O)[O-])ccc21	0	.	0	0.0	.	-10	1	13
COCCNC(=O)/C(C#N)=C/c1c(N2CCN(c3ccc(OC)cc3)CC2)nc2c(C)cccn2c1=O	6	0	-23	-0.1	6	.	-61	-10
COc1ccc2c3c([nH]c2c1)[C@@H](CO)N(C(=O)c1ccccc1)CC31CN(C(=O)NC(C)C)C1	-3	.	.	0.3	.	-4	-4	2
COc1ccc(/C=N/NC(=O)c2cccc(O)c2)cc1Cn1nc(C)c([N+](=O)[O-])c1C	-2	.	3	0.0	.	.	-4	.
O=C(NCCCN1CCCC1=O)c1ccc(S(=O)(=O)Nc2cccc(C(F)(F)F)c2)cc1	0	-2	3	-0.2	6	.	2	-1
CN(Cc1ccccc1)S(=O)(=O)c1nnc(NC(=O)c2ccc(F)cc2)s1	2	3	-2	0.1	-65	-2	0	-13
COc1ccc(Cc2n[nH]c(=S)n2-c2ccc3c(c2)OCCO3)cc1	4	.	-1	-0.2	.	-1	9	-2
O=C(CCCCC(=O)NN=Cc1ccc(Cl)cc1)NN=Cc1ccc(Cl)cc1	-5	.	-3	0.1	1	6	-3	6
Cc1cccc(N2CCN(C(=O)C3CCC(=O)N(C4CC4)C3)CC2)c1C (centres undefined)	5	-1	0	0.0	5	2	-3	1
C=CCOc1ccc(C2=NOC(C(=O)Nc3ccc4c(c3)OCCO4)C2)cc1OC (centres undefined)	-3	-1	-4	0.0	-13	1	-1	8
